# From PubChem
# RGS4 pot: RGS4 potentiators or activators, primary screen, cell-based, HEK293 M3R inducible RGS4, calcium flux. carbachol calcium flux Fluo4; stronger effect = lower value. B-score at 10 µM. 0.92% of 310,000 active. AID 463111, 2010;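 active means B-score of the integrated calcium signal more than 4 SD below the library mean, with starting fluorescence not abnormally high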;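 further: negative B-score means reduced calcium response which marks RGS4 activation or potentiation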
#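 Also added: carbachol at ECmax as muscarinic agonist stimulus; Assay system: HEK293 cells with stable M3R and inducible RGS4; Timing: overnight RGS4 induction, 30 min dye load 37 °C, 20 min compound RT; Measured by: Fluo4-AM (2 µM) calcium-flux fluorescence, kinetic read.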
# KCNK9 inh: KCNK9 potassium channel inhibitors, primary screen, HEK293 cells, thallium flux. Potassium channel subfamily K member 9 (Homo sapiens), Q9NPC2. FluxOR thallium flux fluorescence; stronger effect = lower value. B-score at 10 µM. 1.2% of 310,000 active;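 active means ratio B-score over 3 SD below the library mean, with starting fluorescence within 5 SD of its mean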;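 further: negative B-score means less thallium flux so channel inhibition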
# RGS4 block: RGS4 inhibitors, primary screen, cell-based, HEK293 M3R inducible RGS4, calcium flux. Regulator of G-protein signaling 4 (Homo sapiens), P49798. Fluo-4 calcium flux; stronger effect = higher value; triggered by carbachol at its EC20. B-score at 10 µM. 0.45% of 310,000 active. AID 463165, 2010;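 active means B-score, a plate-corrected calcium signal, over three deviations above library mean, with baseline fluorescence within five deviations of library mean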;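 further: RGS4 expression induced by doxycycline in cells with stable M3 receptor; B-score is computed from the integrated fluorescence ratio over baseline after carbachol; higher B-score means a larger calcium signal and so more RGS4 inhibition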
# Target sequence (P49798 whole entry, looked up): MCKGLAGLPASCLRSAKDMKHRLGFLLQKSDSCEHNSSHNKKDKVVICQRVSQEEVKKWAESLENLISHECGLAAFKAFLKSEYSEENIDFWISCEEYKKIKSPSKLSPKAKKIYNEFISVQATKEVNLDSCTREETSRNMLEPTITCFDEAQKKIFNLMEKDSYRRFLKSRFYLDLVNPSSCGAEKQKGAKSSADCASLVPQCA
# KCNQ1 pot: potentiators or activators of KCNQ1 channel, primary screen, cell-based, thallium flux, high-throughput; B-score at 10 µM; Potassium voltage-gated channel subfamily KQT member 1 (Homo sapiens), P51787; CHO-K1 KCNQ1, thallium flux FluxOR fluorescence; stronger effect = higher value; AID 2648, 2010; 0.35% of 310,000 active;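 active means fluorescence ratio B-score, a plate-corrected score, at least three library SD, with initial intensity B-score within 5 SD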
#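 System: Stable KCNQ1 CHO-K1 line | Incubation: 90 min dye loading and 20 min compound exposure, both at room temperature | Measure: Ratio B score | Medium: Assay buffer for compound exposure, DMSO matched across wells | Compound dosing: Single-concentration screen | Probe or stimulus: K+/Tl+ depolarizing stimulus | Measured by: Kinetic FluxOR fluorescence, 10 s baseline plus 110 s post-stimulus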
# GSK3B inh: human GSK3beta kinase inhibitors, primary screen, biochemical, cell-free homogeneous, HTS | GST-GSK3beta kinase, ADP-Glo luminescence, 60 min; stronger effect = lower value | AID 2097, 2009 | activity score (negative = inhibition), % at 10 µM | Glycogen synthase kinase-3 beta (Homo sapiens), P49841 | 0.038% of 300,000 active;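 active means more than half of replicate wells score below -50%, meaning over 50% inhibition versus plate controls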;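 further: 0% = median DMSO wells and -100% = median GW8510 positive control wells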
#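 Test system: GST-tagged human GSK3beta kinase, cell-free; evaluation: activity score scaled between in-plate DMSO and GW8510 controls; measured by: ADP-Glo luminescence; incubation: 60 min reaction, RT; benchmarks: DMSO and 20 µM GW8510; reagent: peptide substrate plus 25 µM ATP (final); medium: Tris/MgCl2 kinase buffer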
# KCNQ1 inh: inhibitors of human KCNQ1 channel, primary screen, cell-based, thallium flux, high-throughput. Potassium voltage-gated channel subfamily KQT member 1 (Homo sapiens), P51787. CHO-K1 KCNQ1, FluxOR thallium flux fluorescence; stronger effect = higher value. B-score at 10 µM. 1.3% of 310,000 active;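 active means compounds whose thallium flux B-score, printed positive for inhibition, exceeds three library SD while starting fluorescence stays within three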;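 further: channel opened by potassium depolarization with thallium stimulus after 20 min compound exposure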
# PolyA inh: polyadenylation inhibitors in yeast reporter cells, primary screen, luminescence, S. cerevisiae | S. cerevisiae SKY197-pL101 polyadenylation reporter, beta-gal luminescence; efflux-impaired pdr1/pdr3 knockout yeast; score 100 = 6 SD above DMSO | calls only at 12 µM | 0.02% of 300,000 active;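 active means lowest replicate activity score at least 50, where 100 means six control SD above control mean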;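 further: yeast exposed to compound for 9 h at 30 °C; higher score means more reporter readthrough which indicates perturbed polyadenylation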
# KCNK3 block: human KCNK3 channel inhibitors, primary screen, CHO cells, FluxOR thallium flux, B-score; AID 602410, 2012; Potassium channel subfamily K member 3 (Homo sapiens), O14649; 0.84% of 340,000 active; FluxOR fluorescence; stronger effect = lower value; B-score at 10 µM;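 active means B-score under library mean minus 4 SD, starting fluorescence ratio at most library mean plus 5 SD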;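 further: more negative B-score means stronger inhibition of thallium flux through KCNK3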
# Target sequence (O14649 whole entry, looked up): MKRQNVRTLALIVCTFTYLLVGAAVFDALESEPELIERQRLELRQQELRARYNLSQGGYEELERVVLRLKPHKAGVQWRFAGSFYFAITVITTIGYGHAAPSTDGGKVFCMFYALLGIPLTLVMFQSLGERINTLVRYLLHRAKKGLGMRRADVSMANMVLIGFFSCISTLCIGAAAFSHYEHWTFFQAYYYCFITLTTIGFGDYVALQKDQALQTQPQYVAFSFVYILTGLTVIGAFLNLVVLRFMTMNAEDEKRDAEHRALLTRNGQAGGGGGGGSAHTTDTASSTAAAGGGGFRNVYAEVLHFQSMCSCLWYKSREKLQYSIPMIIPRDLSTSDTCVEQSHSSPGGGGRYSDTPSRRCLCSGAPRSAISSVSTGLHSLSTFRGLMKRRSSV
# Dyrk1A ADPGlo: rat Dyrk1A kinase inhibitors, primary screen, biochemical, single point, plate reader. Dual specificity tyrosine-phosphorylation-regulated kinase 1A (Rattus norvegicus), Q63470. ADP-Glo luminescence, NFATc1 peptide. inhibition, % at 12.5 µM. 0.43% of 310,000 active; in the data active means inhibition above about 50%;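 further: plate controls were vehicle with enzyme for no effect and no enzyme for full effect; many of its hits are not listed in these tables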
# GSK3A inh: blockers of GSK3A enzyme activity – biochemical, luminescence, cell-free homogeneous, HTS, primary screen; Glycogen synthase kinase-3 alpha (Homo sapiens), P49840; GSK-3 alpha kinase, ADP-Glo luminescence, 60 min; inhibition, % at 10 µM; 0.1% of 320,000 active; AID 2650, 2010;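 in the data active means inhibition above about 50%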;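 further: GST-tagged GSK-3 alpha with peptide substrate and 25 µM ATP; 0% = DMSO neutral wells and 100% = GW8510 positive control wells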
# Target sequence (P49840 whole entry, looked up): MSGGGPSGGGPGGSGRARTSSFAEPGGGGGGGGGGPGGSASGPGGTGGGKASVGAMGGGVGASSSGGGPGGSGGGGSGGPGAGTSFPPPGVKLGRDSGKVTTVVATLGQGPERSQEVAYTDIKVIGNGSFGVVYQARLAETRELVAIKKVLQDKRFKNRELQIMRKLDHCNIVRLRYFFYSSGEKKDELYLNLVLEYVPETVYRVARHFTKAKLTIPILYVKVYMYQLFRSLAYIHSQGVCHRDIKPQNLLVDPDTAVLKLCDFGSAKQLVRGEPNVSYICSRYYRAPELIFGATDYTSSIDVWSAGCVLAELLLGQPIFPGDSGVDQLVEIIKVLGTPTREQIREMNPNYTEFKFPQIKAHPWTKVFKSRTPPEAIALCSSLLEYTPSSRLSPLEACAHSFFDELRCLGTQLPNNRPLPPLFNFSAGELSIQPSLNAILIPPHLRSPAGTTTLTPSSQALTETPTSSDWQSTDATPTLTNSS
# hERG rescue: hERG rescue from dofetilide block, primary screen, cell-based, CHO-hERG, FluxOR thallium flux, dofetilide IC70; dofetilide IC70 present; activation (rescue from dofetilide block), less the hit threshold, % at 10 µM; 0.51% of 310,000 active; AID 1511, 2009;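 active means activation above the mean of controls blocked by dofetilide plus 5 SD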;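 further: thallium influx through hERG after potassium depolarization seen as dye fluorescence rise; in these data hits start at about 4.7%; inactives centre near -7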
# An asterisk follows results filed as active; i = inactive; . = no result given. This is a subset, so the mix of outcomes need not match the whole.
molecule | PolyA inh | KCNK3 block | RGS4 pot | Dyrk1A ADPGlo | KCNK9 inh | KCNQ1 pot | GSK3A inh | hERG rescue | RGS4 block | GSK3B inh | KCNQ1 inh
CCC(Cc1ccccc1)NC(=O)CCNS(=O)(=O)c1cc(Br)cnc1N (configuration not stated) | i | i | i | -4 | i | i | -1 | -12 | i | 0 | i
Fc1cccc(-c2nnn3c2nc(Cl)c2ccccc23)c1 | i | i | i | 1 | i | i | . | -5 | i | -2 | i
CS(=O)CSc1nc2c(cc1C#N)CCCC2 (configuration not stated) | i | i | i | -8 | i | i | -1 | -1 | i | -2 | i
COC(CNC(=O)CN1CCN(Cc2ccc(F)cc2Cl)C1=O)OC | i | i | i | -3 | i | i | -3 | -5 | i | 5 | i
O=C(NC1(O)C(=O)c2ccccc2C1=O)c1ccccc1 | i | i | i | 36 | i | i | 4 | -8 | i | -4 | i
O=C(CN(CC1CCCO1)C(=O)CCC(=O)Nc1nccs1)NCC1CCCO1 (configuration not stated) | i | i | i | 9 | i | i | -1 | -9 | i | 2 | i
Cc1ccc(Nc2nc(N)nc(CSc3nc4ccccc4s3)n2)cc1 | i | i | i | 5 | i | i | -6 | -4 | 5.1* | 0 | i
O=C(CCc1c[nH]c2ccccc12)OCc1ccc(Br)cc1 | i | i | i | 1 | i | i | -1 | -3 | i | 1 | i
CCc1noc(C)c1C(=O)Oc1ccc(N(C)S(=O)(=O)c2ccc(C)c(C)c2)cc1 | i | i | i | 12 | i | i | -3 | -14 | i | 1 | 9*
Cc1cc(C(=O)CSc2nnc(-c3cccs3)n2Cc2ccccc2)c(C)n1C | i | i | i | 7 | i | i | 3 | -3 | i | 1 | i
Cc1ccc(Sc2ncccc2C(N)=O)cc1 | i | i | i | -145 | i | i | 0 | -7 | i | 0 | i
COc1cc(OC)cc(C(=O)NCCn2ccc3ccccc32)c1 | i | i | i | 5 | i | i | 2 | -7 | i | 0 | i
NC(=O)C1CCN(CC(O)COc2ccc(-c3ccccc3)cc2)CC1 (configuration not stated) | i | i | i | -5 | i | i | 6 | -11 | i | -6 | i
CCCCc1ccc(/C(C)=N/NC(=O)C2CCCC2)cc1 | i | i | i | . | i | i | -1 | -7 | i | 0 | i
CCOc1ccc(-c2nnc(N(CC)C(=O)C3CCC3)s2)cc1 | i | i | i | . | i | i | 1 | -8 | i | 3 | i
Cc1noc(C)c1S(=O)(=O)N1CCC(C(=O)Nc2ccc(OC(F)(F)F)cc2)CC1 | i | i | i | 0 | i | i | -21 | -4 | i | 2 | i
CC(=O)c1nnn(-c2nc(N3CCCC3)nc(N(c3ccccc3)c3ccccc3)n2)c1C | i | i | i | . | i | i | . | -6 | i | -1 | i
CC(=O)Nc1ccccc1-c1nn[nH]n1 | i | i | i | 19 | i | i | 1 | -8 | i | 5 | i
Cc1cc(NS(=O)(=O)c2ccc(NC(=O)c3ccc(Br)o3)cc2)nc(C)n1 | i | i | i | 4 | i | i | -3 | -11 | i | -4 | i
Cc1cc(C(=O)NC2CCCc3c2cnn3-c2ccc(C)c(C)c2)n(C)n1 (configuration not stated) | i | i | i | 2 | i | i | -1 | -15 | i | -3 | 11*
CCOc1ccccc1C(=O)Nc1ccccc1C(N)=O | i | i | i | 56* | i | i | 0 | -9 | i | 3 | i
O=C(OCc1cc(-c2ccccc2)no1)c1ccc2ccccc2n1 | i | i | i | -3 | i | i | -4 | -13 | i | 2 | i
CC(C)Oc1ccc(CNC(=O)Cn2c(=O)c3cccn3c3cccnc32)cc1 | i | i | i | -1 | i | i | -2 | -5 | i | 0 | i
S=C(NC1CCCCC1)c1ccc2c(c1)OCO2 | i | i | i | -6 | i | i | -2 | -9 | i | -3 | i
COc1cccc(NC(=O)c2csc3c2CCCC3)c1 | i | i | i | 12 | i | i | 1 | -11 | i | 1 | i
Cn1c(-c2ccc(=O)[nH]c2)nc2ccccc21 | i | i | i | 7 | i | i | 1 | -6 | i | 0 | i
COC(=O)C1=C(C)N(Cc2ccccc2)C(=O)N[C@H]1c1ccc(Br)cc1 | i | i | i | 1 | i | i | -1 | -5 | i | 0 | i
O=C(Nc1cccnc1Cl)c1cc2ccccc2o1 | i | i | i | -6 | i | i | -1 | -3 | i | 1 | i
CC(Sc1nnnn1-c1ccc(Cl)cc1)C(=O)NCC(=O)Nc1ccc(F)c(F)c1F (configuration not stated) | i | i | i | -1 | i | i | -1 | 0 | i | -1 | i
O=C(NCc1ccccc1)c1cc(-c2ccco2)on1 | i | i | i | -1 | i | i | -2 | -5 | i | 1 | i

# Only RGS4 block, for some of the entries so far:
mol | RGS4 block
CCC(Cc1ccccc1)NC(=O)CCNS(=O)(=O)c1cc(Br)cnc1N (configuration not stated) | i
Fc1cccc(-c2nnn3c2nc(Cl)c2ccccc23)c1 | i
CS(=O)CSc1nc2c(cc1C#N)CCCC2 (configuration not stated) | i

# (listing goes on)
molecule | PolyA inh | KCNK3 block | RGS4 pot | Dyrk1A ADPGlo | KCNK9 inh | KCNQ1 pot | GSK3A inh | hERG rescue | RGS4 block | GSK3B inh | KCNQ1 inh
Cc1ccc(NC(=O)COC(=O)Cn2cnc3c2c(=O)n(C)c(=O)n3C)cc1Cl | i | i | i | . | i | i | 0 | -7 | i | 0 | i
CC(C)(C)C(=O)N1CCN(c2c(Cl)cccc2[N+](=O)[O-])CC1 | i | i | i | 2 | i | i | 0 | -1 | i | 0 | i
COc1ccc(CNC(=O)CSc2nc(-c3ccccc3)cc(-c3cccs3)c2C#N)cc1 | i | i | i | -1 | i | i | -1 | -12 | i | 2 | i
O=C(Nc1ccc(N2CCCCC2)cc1)c1cccnc1Cl | i | i | i | -2 | i | i | -1 | -11 | i | -4 | i
Cc1noc(C)c1S(=O)(=O)N1CCCC(C(=O)N2CCN(C3CCCCC3)CC2)C1 (configuration not stated) | i | i | i | 1 | i | i | . | -4 | i | 5 | i
Cc1cc(F)c(F)cc1C(=O)N1CCCC1 | i | i | i | -1 | i | i | -3 | -11 | i | -1 | i
FC(F)(F)c1cccc(Cc2noc(CN3CCCC(CN4CCCC4)C3)n2)c1 (configuration not stated) | i | i | i | -1 | i | i | -3 | -23 | i | 2 | i
O=c1cc(-c2cccs2)oc2ccc(Cl)cc12 | i | i | i | 2 | i | i | . | -15 | i | -6 | i
COc1ccc(CNC(=O)NC(C)(C)c2cccc(C(C)(C)NC(=O)NCc3ccc(OC)cc3)c2)cc1 | i | i | i | 3 | i | i | 0 | -10 | i | 2 | i
COc1ccc(CN2CCNC(=O)C2CC(=O)NCc2cccc(C)n2)c(OC)c1 (configuration not stated) | i | i | i | 12 | i | i | -1 | -13 | i | -7 | i
O=C(CC(NC(=O)C(F)(F)F)c1ccccc1)Nc1nnc(CCc2ccccc2)s1 (configuration not stated) | i | i | i | -2 | i | i | 0 | -7 | i | 1 | i
Cc1ccc(CN2CCC(n3nccc3NC(=O)c3ccc4c(c3)OCO4)CC2)o1 | i | i | i | -4 | i | i | -1 | -6 | i | -1 | i
CCN(CC)C(=O)CSc1ncnc2c1nnn2-c1ccc(OC)cc1 | i | i | i | 0 | i | i | -1 | -10 | i | -6 | i
Cc1ccccc1N(CC(=O)NCC1CCCO1)C(=O)C1(C)CC(=O)N=C2C=CC=CN21 (configuration not stated) | i | i | i | . | i | i | 2 | -7 | i | 0 | i
COc1ccc(OC)c(S(=O)(=O)N(C)CC(=O)N2CCCCC2)c1 | i | i | i | . | i | i | 4 | -8 | i | 2 | i
CC(C)(C)NC(=O)c1cc([N+](=O)[O-])ccc1N1CCCCC1 | i | i | i | 1 | i | i | 2 | -5 | i | -2 | i
O=C(COc1ccccc1C(=O)Nc1ccccc1)NCCc1ccccc1 | i | i | i | -1 | i | i | -1 | -9 | i | 0 | i
COc1ccc(OC)c(N2C(=O)CC(C(C)c3ccccc3)C2=O)c1 (configuration not stated) | i | i | i | 1 | i | i | -1 | -7 | i | 0 | i
Cc1cc(OCC(=O)NC2CC(C)(C)NC(C)(C)C2)c2c(C)c(C)c(=O)oc2c1 | i | i | i | 5 | i | i | -1 | -3 | i | 1 | i
CCOC(=O)CSc1nc2ccccc2n1CC(=O)N(C(C)C)C(C)C | i | i | i | 0 | i | i | -3 | -9 | i | 2 | i
CN1CCN(CCOCCOc2c(Cl)cc(Cl)cc2Cl)CC1 | i | i | i | 2 | i | i | -5 | -6 | i | 2 | i
CCCCn1c(SCC(=O)N2CCCCC2C)nc2cc(S(N)(=O)=O)ccc21 (configuration not stated) | i | i | i | 2 | i | i | -5 | -6 | i | 3 | i
CSc1ccccc1NC(=O)c1cnc2scc(C)n2c1=O | i | i | i | 24 | i | i | -3 | -20 | i | 1 | i
CCCCOc1ccc(/C=N/NC(=O)C2CCCNC2=O)cc1 (configuration not stated) | i | i | i | -4 | i | i | 0 | -12 | i | 0 | i
CCOC(=O)c1ccc(NC(=O)C(C)N2C(=O)c3ccccc3C2=O)cc1 (configuration not stated) | i | i | i | 50 | i | i | -1 | -2 | i | 1 | i
O=C(NC(=S)NC1CCCCC1)c1ccc(Cl)cc1 | i | i | i | -7 | i | 9* | -3 | -2 | i | 1 | i
